Compound activity: PubChem BioAssay, several laboratories
NOD1 NF-kB reporter = NOD1 signaling inhibitors, primary screen, cell-based, luminescence, uHTS (AID 1578); NOD1-driven NF-kB luciferase reporter cells, luminescence; higher % means a stronger effect; inhibition, % at 4 µM; hits with a dose series show EC50 in µM; 290,000 compounds, 1% hits; in the data active = inhibition mostly above about 36%, no sharp cut-off; inactive = mostly below about 34%;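 note: HEK-293T reporter cells stimulated with the NOD1 agonist gamma-tri-DAP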
Autophagy mod = modulators of autophagy; MEF GFP-LC3 puncta imaging; test concentration mostly 10 µM; 190,000 compounds, 0.98% hits; calls only at 10 µM (by protocol);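 active = percentage of spot-positive cells more than 3 SD above its plate mean, without a fluorescence outlier flag or 80% toxicity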;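 note: spot-positive cell cutoff set from DMSO-treated cells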
Yfh1-depleted yeast = mitochondrial function rescue without frataxin homolog – Friedreich's ataxia, plus single-dose screen, dose response (AID 1465); S. cerevisiae Yfh1-off respiration, WST-1 reduction, 72 h; higher fold induction means a stronger effect; one-dose fold induction at 50 µM; EC50 in µM for titrated hits; 220,000 compounds, 0.074% hits;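 active = fold induction of absorbance versus untreated yeast above a set limit, then at least 30% activation at any dose in follow-up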;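 note: activators that raise dye reduction in frataxin-depleted yeast; strong numbers were not always called active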
Dynein transport = blocks dynein driven cargo transport along microtubules; 3617.4 mouse cells, GR-EGFP nuclear translocation imaging; test concentration mostly 20 µM; stimulated with dexamethasone, 1 µM; active compounds read low; z-score, hits read low; 220,000 compounds, 0.47% hits; AID 1381;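 active = plate z-score of nuclear minus cytoplasmic receptor signal below a set negative limit, without overly bright fluorescence or cell loss, cut at about -3.5 in these data, passing the limit was not always enough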;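 note: z-score of nuclear minus cytoplasmic ring GR-EGFP intensity difference per well; some compounds called inactive have numbers as strong as hits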
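Also added – dexamethasone, 1.0 µM final · Buffer or medium – tet-free, stripped-serum medium · Schedule – induction 48 h, compound 1 h, agonist 30 min · Detection – formaldehyde fixation, Hoechst nuclear stain, 10x automated fluorescence imaging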
Insulin prom up = MIN6 insulin promoter up-regulation; 190,000 compounds, 0.3% hits; z-score at 5 µM; MIN6 insulin promoter-GFP reporter, high-content imaging; active compounds read high; AID 1625;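 active = z-score above 3 at 5 µM with at least 500 cells counted in the well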
MT stabilize HCS = microtubule stabilizers in HeLa cells; HeLa tubulin immunostaining HCS, 24 h; share of cells brighter than vehicle mean+2SD; % tubulin-high responders, % at 10 µM; 200,000 compounds, 0.83% hits; AID 2205;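 active = plate Z-score above 3 for both tubulin-high and condensed-nucleus cell shares, with cell loss under 80%, at 10 µM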;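 note: anti alpha tubulin signal scored within the nucleus-defined area of each cell; some results filed as inactive read as strong as hits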
M17LAP inhibition = P. falciparum M17LAP inhibitors, primary screen, biochemical, fluorogenic H-Leu-NHMec substrate, 1536-well (AID 1619) | recombinant M17LAP, H-Leu-NHMec fluorogenic kinetic assay; higher % means a stronger effect | inhibition, % at 30 µM, or IC50 in µM where a hit was titrated | 220,000 compounds, 0.38% hits;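 active = compound inhibiting the enzyme by more than half at any dose during confirmatory dose-response retesting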;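 note: plate controls were full reaction with DMSO carrier for no effect and no enzyme background for full effect; strong numbers were not always called active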
NOD2 inhibition = NOD2 signaling inhibitors, cell-based, luminescence, uHTS, HEK293 (AID 1566). inhibition, % at 4 µM, or EC50 in µM where a hit was titrated. 290,000 compounds, 0.63% hits. HEK293 NOD2/NF-kB luciferase reporter, luminescence; higher % means a stronger effect; in the data active = inhibition above about 50%; note: many of its hits are not listed in these tables
bCat nuc transl = beta-catenin nuclear translocation modulation | HeLa beta-catenin nuclear translocation, immunofluorescence imaging | nuclear translocation activity, % at 5 µM | 190,000 compounds, 0.3% hits | AID 1665;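 active = nuclear translocation activity above 50% at 5 µM, with a well cell count of 50 or more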;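 note: per-cell ratio of nuclear to cytoplasmic median beta-catenin stain intensity; plate controls were DMSO negative control for no effect and GSK-3 inhibitor IX positive control for full effect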
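Test system: HeLa cells, endogenous beta-catenin; Compound: single 5 µM dose plus 0.02–20 µM confirmation series; Times: compound exposure 24 h at 37°C; Signal: fluorescence imaging of beta-catenin antibody stain plus DAPI; Read-out: % activation, nuclear-to-cytoplasmic median beta-catenin signal ratio per cell.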
Dynein transport cytoplasmic EGFP = also measured in Dynein transport; calls as there; z-score; measured here: cytoplasmic GR-EGFP intensity; active compounds read high
Dynein transport nuclear GR-EGFP = second read-out of Dynein transport, no call of its own (marks repeat the call); z-score; measured here: nuclear GR-EGFP intensity;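 lower value marks the stronger effect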
Dynein transport cell count = second read-out of Dynein transport, no call of its own (marks repeat the call); z-score; measured here: cell count per field
Insulin prom up cell count = recorded beside Insulin prom up, whose call it bears; cell count; measured here: cytotoxicity, nuclei count;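 total cells summed across four imaged fields per well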
bCat nuc transl cell count 5 µM = further read-out of bCat nuc transl, marked with its call; cell count; measured here: cell count, cytotoxicity flag
MT stabilize HCS Hoechst-high % = also measured in MT stabilize HCS; calls as there; % Hoechst-high responders; measured here: nuclear condensation Hoechst responders;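 share of cells brighter than vehicle mean plus two SD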
MT stabilize HCS cytotoxicity % = recorded beside MT stabilize HCS, whose call it bears; toxicity, %; measured here: cytotoxicity by cell density;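 0% = mean cell density of plate MIN control wells and 100% = no cells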
Autophagy mod cell loss 18 h = recorded beside Autophagy mod, whose call it bears; toxicity, %; measured here: cell loss, nuclei count;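 cell loss after 18 h compound exposure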
* marks the source's active call; other numbers are inactive results; i = inactive; nt = not tested or not shown; + = active, no number.

compound,NOD1 NF-kB reporter,Autophagy mod,Autophagy mod cell loss 18 h,Yfh1-depleted yeast,Dynein transport,Dynein transport cytoplasmic EGFP,Dynein transport nuclear GR-EGFP,Dynein transport cell count,Insulin prom up,Insulin prom up cell count,MT stabilize HCS,MT stabilize HCS Hoechst-high %,MT stabilize HCS cytotoxicity %,M17LAP inhibition,NOD2 inhibition,bCat nuc transl,bCat nuc transl cell count 5 µM
CCOC(=O)c1ccccc1NC(=O)CN(c1ccccc1OCC)S(C)(=O)=O,-10%,i,8,i,0.39,-0.14,0.94,-0.099,nt,nt,5.7,3.7,7.0,8%,-3%,0.9,1152
COC(=O)[C@H](CCSC)NC(=O)NC1CCN(Cc2ccccc2)CC1,-2%,i,9,i,-0.34,-0.22,0.11,0.36,-0.23,1049,5.6,2.3,7.9,0%,-16%,-5.7,810
CCOC(=O)COc1ccccc1/C=C1/NC(=O)NC1=O,-14%,i,-15,i,-0.4,-0.34,-0.5,0.85,-0.67,1307,1.4,2.2,8.3,-5%,9%,-3.0,556
COc1cc(-c2cc(C(=O)Nc3c(Cl)cc(Cl)cc3Cl)c3ccccc3n2)cc(OC)c1OC,-37%,i,-10,i,-0.95,-0.23,-0.8,0.46,-1.2,1298,6.9,6.3,4.6,-2%,6%,nt,nt
CCn1c(SCc2ccc(F)cc2)nnc1C1CCN(S(=O)(=O)c2ccc(OC)cc2)CC1,-6%,i,28,i,-0.043,-0.16,-0.18,-0.65,-0.18,1938,4.7,2.1,9.9,-12%,12%,-6.1,1122
O=C(CN1C(=O)C2CCCN2C(=O)c2ccccc21)Nc1ccccc1-n1cccc1 (stereo not given),nt,i,8,i,-0.19,-0.24,0.098,0.16,nt,nt,5.2,2.3,7.7,nt,nt,nt,nt
CCC1CCCCN1S(=O)(=O)c1ccc(NC(=O)CSc2ncccc2C(=O)O)cc1 (stereo not given),18%,+,6.5*,i,1.3,-0.093,1.5,-1.2,0.62,1225,2.3,1.7,2.3,-4%,12%,-2.7,863
CC(=O)c1c(C)c[nH]c1C,-13%,i,18,i,0.062,-0.22,0.17,0.51,nt,nt,8.1,2.6,7.7,11%,5%,nt,nt
O=C(C(Cc1ccccc1)N1C(=O)C2C3C=CC(C3)C2C1=O)N1CCCCC1 (stereo not given),-2%,i,-2,i,-0.53,-0.27,-0.29,0.72,0.5,904,3.0,1.1,1.3,-2%,5%,-1.2,1212
COc1ccc2[nH]c(=O)c(CN(Cc3nnnn3Cc3ccccc3)CC3CCCO3)cc2c1 (stereo not given),-13%,i,8,i,-0.39,-0.36,-0.82,-0.18,nt,nt,5.5,2.9,6.9,-5%,-4%,-1.1,909
COc1ccc(-c2oc(NC(=O)c3ccc(C)cc3)c(C#N)c2-c2ccc(OC)cc2)cc1,-19%,i,-7,i,-0.62,0.013,0.012,0.36,nt,nt,1.6,0.9,1.7,-5%,-21%,-1.2,1175
Cc1cccc(-c2nc3c(c(SCC(N)=O)n2)CCCC3)c1,-10%,i,-5,i,-0.82,3.4,-0.61,-4.5,nt,nt,3.8,2.5,5.8,-4%,18%,nt,nt
Cc1cc2c(Nc3ccccc3)ncnc2s1,15%,i,19,i,1.5,-0.25,1,-0.45,-0.89,1425,5.6,2.3,9.6,43%,-2%,0.7,1533
Cc1ccc(NC(=O)C2CCCN(C(=O)c3ccc(Cl)cc3)C2)c(C)c1 (stereo not given),-4%,i,19,i,1.1,0.082,0.45,-0.51,1.3,1141,2.1,2.0,13,3%,2%,-2.1,1070
CCOC(=O)c1ccc(NC(=O)C2(c3ccc(OC)cc3)CCOCC2)cc1,4%,i,1,i,-0.21,-0.22,-0.74,0.36,-0.16,1611,2.1,1.4,5.4,-1%,22%,0.0,1381
O=C(CN1CCC(n2cnc3cc(F)ccc32)CC1)Nc1ccccc1Br,-43%,i,-10,i,-0.68,-0.2,-0.27,-0.084,-1.1,1120,3.2,3.5,2.4,6%,-9%,-0.5,1051
O=C(CSc1nc(-c2ccco2)cc(C(F)(F)F)n1)N1CCN(c2cccc(Cl)c2)CC1,13%,i,26,i,-0.068,-0.2,-0.13,0.53,0.39,1005,3.4,2.8,2.9,9%,14%,-0.8,1035
O=S(=O)(NCc1ccccc1F)c1cccc(S(=O)(=O)N2CCOCC2)c1,-6%,i,-12,i,1,-0.091,0.74,-1.7,-0.48,1704,3.2,2.7,9.6,-12%,5%,-0.1,1599
O=C1C2CCCN2C(=O)N1CCCCN1CCN(c2ccccc2)CC1 (stereo not given),20%,i,12,i,-0.45,-0.28,-0.6,0.85,0.18,1072,5.1,2.7,11,-8%,-2%,3.5,480
CC1(C)Cc2nc3scc(NC(=O)c4ccccc4)c3cc2CO1,-9%,nt,nt,i,-0.21,-0.069,0.033,0.77,-0.03,1133,nt,nt,nt,4%,-1%,1.9,1226
O=C(CCCN1C(=O)c2cccc3cccc(c23)C1=O)NCc1cccs1,-48%,i,7,i,1.2,-0.2,0.39,-1.4,-0.22,1251,5.7,1.7,6.9,-9%,9%,2.6,1033
Cn1nnnc1SCc1nc2scc(-c3ccc(Cl)cc3)c2c(=O)[nH]1,12%,nt,nt,i,-0.54,1.9,0.83,-0.82,1.1,1023,nt,nt,nt,12%,20%,3.3,1227
COc1ccc(CC(=O)NNC(=O)c2cccs2)cc1,-9%,i,-5,i,0.77,-0.23,0.49,-0.15,nt,nt,2.1,1.1,11,14%,6%,-7.2,1120
C=CCOC(=O)C1=C[C@H](c2ccc(Br)cc2)[C@@H](CCCO)[C@H](OCC)O1,-18%,i,-17,i,-0.73,0.082,-0.058,0.39,-1.4,1453,1.1,1.8,10,-3%,21%,-3.4,1192
CCOC(=O)C1CCN(C(=S)Nc2ccc(Cl)cc2C)CC1,-11%,i,19,i,-0.62,-0.13,-0.19,0.4,-0.52,1605,3.9,2.1,4.7,0%,14%,-2.0,1080
Cc1ccc(S(=O)(=O)N(C)C)cc1NC(=O)COC(=O)c1ccc(Cl)cc1,-32%,i,-10,i,-0.6,-0.36,-0.77,0.94,0.11,1350,1.3,1.2,7.0,-3%,7%,-3.0,1111
COc1ccc2c(CC(=O)OCC(=O)Nc3ccc4c(c3)OCO4)coc2c1,-19%,i,9,i,1.1,-0.14,1,-0.32,0.26,1263,4.0,1.6,5.4,-1%,6%,-1.0,1173
C/C(=N\O)c1ccn(S(=O)(=O)c2ccc(Cl)cc2)c1,0%,nt,nt,i,-0.094,-0.27,-0.083,-0.45,0.45,1513,nt,nt,nt,-6%,13%,-2.4,1153
O=C(Cc1ccc(Cl)cc1)Nc1cccc2ncccc12,8%,i,10,i,-1.5,-0.06,-0.59,0.94,0.2,1556,1.6,1.4,8.4,21%,18%,0.6,951
COC(=O)C1=CN(C2CCCCC2)C=C(C(=O)OC)C1c1ccc2c(c1)OCO2,-42%,i,3,i,-1.2,-0.22,-0.21,0.87,-0.18,1578,4.2,1.8,3.6,nt,-4%,0.2,915
CSc1ccccc1NC(=O)CN(C)CC(=O)Nc1ccccc1C(F)(F)F,-22%,i,2,i,-0.62,-0.25,-0.53,0.87,-0.17,1289,1.9,2.0,7.8,9%,-2%,-0.7,1110
O=C(COC(=O)CNC(=O)c1sc2ccccc2c1Cl)Nc1c(Cl)cc(Cl)cc1Cl,-36%,i,-5,i,-0.28,-0.34,-0.25,0.26,-0.62,1369,2.5,2.9,2.8,15%,-2%,nt,nt
O=C(NC1(C(F)(F)F)N=C2SCCN2C1=O)c1ccccc1 (stereo not given),-12%,i,-1,i,1.5,-0.21,0.091,-1.4,0.61,1466,3.6,1.6,6.0,5%,10%,-2.1,1369
CSc1ncccc1C(=O)OCc1cccc([N+](=O)[O-])c1,-48%,i,-1,i,0.62,-0.26,0.69,-0.59,-0.57,1325,0.9,0.8,3.1,-20%,-4%,0.1,1050
Cc1nn(Cc2ccccc2Cl)c(Cl)c1/C=C/C(=O)OCC(=O)NC1CCS(=O)(=O)C1 (stereo not given),-33%,i,-9,i,2.8,-0.21,1.4,-0.9,0.17,1613,2.1,3.7,11,-1%,9%,-1.1,1035
O=C(NC1CCS(=O)(=O)C1)C1CCCCN1S(=O)(=O)c1ccc(Cl)cc1 (stereo not given),-13%,i,15,i,-0.88,-0.28,-0.22,0.32,-0.72,1148,4.2,3.9,5.4,6%,13%,0.2,1132
Cc1cccc(OCc2nnc(SCc3nc4cc(C(F)(F)F)ccc4c(=O)[nH]3)o2)c1,9%,i,8,i,-0.39,-0.41,-0.34,-0.092,-0.06,1145,4.7,3.4,14,-11%,8%,-3.1,986
Cc1ncc(S(=O)(=O)c2ccccc2)c(-c2ccc(Cl)cc2Cl)n1,0%,i,15,i,-0.17,-0.0091,0.14,0.57,0.54,1222,2.7,2.3,6.9,4%,8%,3.7,1390
CCOc1ncccc1C(=O)OCC(=O)Nc1cccc(S(N)(=O)=O)c1,-22%,i,-7,i,-0.89,-0.23,-0.83,0.83,-0.38,1303,2.2,1.8,1.2,28%,6%,-2.2,1028

The list is partial (hit frequency here may not be typical).
